PAFAH1B2 FP inh: PAFAH1B2 enzyme inhibitors, primary screen, biochemical, fluorescence polarization, human. Platelet-activating factor acetylhydrolase IB subunit alpha2 (Homo sapiens), P68402. recombinant PAFAH1B2, FP-rhodamine activity probe. inhibition, % at 3.39 µM. 1.2% of 340,000 active;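 active = inhibition above the mean of all tested compounds plus 3 SD, cut at about 24% in these data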;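 also: 0% = enzyme with DMSO and 100% = wells lacking PAFAH1B2; many of its hits are not listed in these tables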
PAFAH2 FP inh: PAFAH2 enzyme inhibitors, primary screen, biochemical, fluorescence polarization, human; recombinant PAFAH2, FP-rhodamine activity probe; inhibition, % at 3.39 µM; 0.99% of 340,000 active;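 active = inhibition above the mean over all tested compounds plus 3 SD, cut at about 30% in these data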;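 also: inhibitors block probe labeling of enzyme so polarization drops; 0% = enzyme with DMSO and 100% = wells lacking PAFAH2 protein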
GSTO1 inh: inhibitors of recombinant GSTO1, primary screen, counter-screen for RBBP9 inhibitor project, biochemical, fluorescence polarization; Glutathione S-transferase omega-1 (Homo sapiens), P78417; activity-based probe fluorescence polarization; inhibition, % at 5.96 µM; 1.1% of 300,000 active; AID 1974, 2009;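 active = inhibition above the campaign mean inhibition plus 3 SD, cut at about 35% in these data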;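 also: 0% = GSTO1-1 with DMSO and 100% = wells lacking GSTO1-1 enzyme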
Target sequence (P78417 whole entry, looked up): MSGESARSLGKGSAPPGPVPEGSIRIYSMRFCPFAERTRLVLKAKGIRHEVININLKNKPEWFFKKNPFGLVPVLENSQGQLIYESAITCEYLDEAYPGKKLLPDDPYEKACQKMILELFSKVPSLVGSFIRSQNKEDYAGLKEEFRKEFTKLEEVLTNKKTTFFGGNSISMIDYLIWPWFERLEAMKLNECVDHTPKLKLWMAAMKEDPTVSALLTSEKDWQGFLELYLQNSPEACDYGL
pPAFAH inh: pPAFAH enzyme inhibitors, primary screen, biochemical, fluorescence polarization, human; recombinant pPAFAH, FP-rhodamine probe fluorescence polarization; inhibition, % at 3.39 µM; 1.5% of 330,000 active;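 active = inhibition above the mean inhibition across the screen plus 3 SD, cut at about 25% in these data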;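 also: inhibitors block binding of the rhodamine activity-based probe so polarization drops; 0% = enzyme with DMSO and 100% = wells lacking pPAFAH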
Target sequence (Q13093 whole entry, looked up): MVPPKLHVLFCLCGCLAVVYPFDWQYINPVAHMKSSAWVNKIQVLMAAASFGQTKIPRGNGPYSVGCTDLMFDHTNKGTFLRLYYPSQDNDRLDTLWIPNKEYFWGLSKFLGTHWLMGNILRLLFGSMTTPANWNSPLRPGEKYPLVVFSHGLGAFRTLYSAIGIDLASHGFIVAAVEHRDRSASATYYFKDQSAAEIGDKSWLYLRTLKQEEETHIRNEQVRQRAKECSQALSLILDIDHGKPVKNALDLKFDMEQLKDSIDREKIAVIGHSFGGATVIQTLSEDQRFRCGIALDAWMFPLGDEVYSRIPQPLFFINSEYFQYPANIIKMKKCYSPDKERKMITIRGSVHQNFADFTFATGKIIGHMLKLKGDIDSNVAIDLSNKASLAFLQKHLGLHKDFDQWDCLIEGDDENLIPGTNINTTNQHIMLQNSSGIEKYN
PAD4 inh: human PAD4 inhibitors, primary screen, biochemical, fluorescence polarization, 1536-well format. 0.41% of 330,000 active. inhibition, % at 6.36 µM. Protein-arginine deiminase type-4 (Homo sapiens), Q9UM07. recombinant PAD4, RCA probe fluorescence polarization;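 active = percent inhibition above a cutoff equal to the mean of all tested compounds plus 3 SD, cut at about 15% in these data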;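 also: 0% = PAD4 with RCA probe and DMSO and 100% = probe without PAD4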
Fam108B inh: mouse Fam108B serine hydrolase inhibitors, primary screen, counter-screen for RBBP9 inhibitor project, biochemical, fluorescence polarization; inhibition, % at 9.51 µM; AID 1947, 2009; recombinant Fam108B, FP-Rh probe fluorescence polarization; 0.33% of 300,000 active;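 active = inhibition above the screen mean inhibition plus 3 SD, computed separately per campaign, cut at about 18% in these data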;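 also: inhibitors lower polarization as less probe binds the enzyme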
PME-1 inh: PME-1 inhibitors via competitive probe labeling, primary screen, biochemical, fluorescence polarization, FP-Rh probe, HTS; recombinant PME-1; Protein phosphatase methylesterase 1 (Homo sapiens), Q9Y570; inhibition, % at 5.9 µM; AID 2130, 2009; 0.53% of 320,000 active;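 active = inhibition above the campaign mean of all compounds plus 3 SD, cut at about 26% in these data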;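 also: competitive labeling of PME-1 active site by serine hydrolase directed probe; 0% = PME-1 with DMSO and 100% = wells lacking PME-1 enzyme; inhibitors block probe labeling so polarization falls and inhibition rises; many of its hits are not listed in these tables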
LYPLA1 counter: LYPLA1 inhibitors, primary screen, counter-screen for PME1 inhibitor project, biochemical, fluorescence polarization, FP-Rh probe ABPP | Acyl-protein thioesterase 1 (Homo sapiens), O75608 | recombinant LYPLA1 | inhibition, % at 5.9 µM | 0.16% of 320,000 active | AID 2174, 2009;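 active = inhibition above the mean of all tested compounds plus 3 SD, set per campaign, cut at about 14% in these data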;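 also: inhibitors block serine hydrolase probe labeling of LYPLA1 so polarization falls; 0% = enzyme with DMSO and 100% = wells lacking LYPLA1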
Target sequence (O75608 whole entry, looked up): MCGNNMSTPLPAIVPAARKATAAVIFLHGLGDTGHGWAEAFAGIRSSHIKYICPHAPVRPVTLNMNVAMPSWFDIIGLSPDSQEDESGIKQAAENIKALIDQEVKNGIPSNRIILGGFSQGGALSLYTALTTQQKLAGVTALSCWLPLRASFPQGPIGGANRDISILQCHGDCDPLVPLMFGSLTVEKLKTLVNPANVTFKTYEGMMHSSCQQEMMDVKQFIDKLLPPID
PAFAH1B3 FP inh: PAFAH1B3 enzyme inhibitors, primary screen, biochemical, fluorescence polarization, human; Platelet-activating factor acetylhydrolase IB subunit alpha1 (Homo sapiens), Q15102; recombinant PAFAH1B3, FP-rhodamine probe; inhibition, % at 3.39 µM; 0.28% of 340,000 active; AID 492972, 2010;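 active = inhibition above the screen-wide average of all tested compounds plus 3 SD, cut at about 25% in these data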;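 also: 0% = enzyme with DMSO only and 100% = wells lacking PAFAH1B3 protein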
Numbers without * were called inactive; · = not tested or not shown. These rows are one share of the data; the hit share may differ from the screen's.

smiles	LYPLA1 counter	PAD4 inh	PAFAH1B3 FP inh	PAFAH2 FP inh	pPAFAH inh	PME-1 inh	Fam108B inh	GSTO1 inh	PAFAH1B2 FP inh
CCOC(=O)c1c(C)[nH]c(C(=O)COC(=O)c2cnccn2)c1C	-1	-5	4	3	3	4	·	·	-2
O=C(Nc1cccc(-n2cnnn2)c1)c1cnccc1Cl	-1	2	4	-6	5	5	6	-6	6
O=C1NN(c2ccccc2)C(=O)C2C3C=CC(C4CC34)C12 (centres undefined)	0	0	8	-1	-3	-3	0	2	4
CCCOc1ccc(C(=O)N2CCN(c3ccc(N)cc3Cl)CC2)cc1	2	0	-1	-4	11	-3	2	5	3
CCCn1c(SCc2ccccc2)nc2c1c(=O)[nH]c(=O)n2C	4	2	6	7	2	5	9	3	3
CCN(CC)c1ccc(C(=O)N/N=C(\C)c2cccnc2)cc1	7	1	-6	-4	3	2	1	11	4
COCCSc1ccccc1C(=O)Nc1cc([N+](=O)[O-])ccc1OC	2	-2	-4	-2	5	4	-2	-3	-3
O=C(O)c1cc2cc(Cl)cc(Cl)c2oc1=O	-4	0	-5	11	27*	-1	-8	1	-1
O=C(NCCS(=O)(=O)NCc1ccccc1Cl)c1ccccc1	-2	-1	5	7	4	-6	-1	-1	5
O=C(CCC(=O)c1ccccc1)NCCOc1ccccc1	3	-5	12	2	4	2	3	3	3
O=C(CSc1nnnn1-c1ccc(F)cc1)NC1CCCCC1	1	-2	5	2	4	-1	1	-6	0
CCC1CCCCN1C(=O)CNCC1CCCO1 (centres undefined)	-2	5	0	1	1	1	2	4	3
C/C=C/c1ccc(OCCCCN2C(=O)NC(C)(C)C2=O)c(OC)c1	-1	-1	0	2	12	-5	-4	-8	1
NS(=O)(=O)c1ccc(CCNCC(=O)NC2CC2)cc1	0	1	5	-7	1	3	-2	-3	2
COC(=O)CC1=NC(=O)CS1	-3	-5	13	7	3	-4	0	2	0
COc1ccc(Nc2nnc(C)c(=O)[nH]2)c(OC)c1	0	5	8	-14	5	-9	2	8	0
COc1ccc(OCCCC(=O)Nc2cccc(S(=O)(=O)N3CCCCCC3)c2)cc1	-8	-1	0	0	4	-1	·	·	-4
CC12CCC(C(=O)N(NC(=O)c3cc(Cl)ccc3O)C1=O)C2(C)C (centres undefined)	3	-1	9	3	13	1	1	2	7
O=C(N/N=C/c1ccccc1[N+](=O)[O-])c1ccc2c(c1)OCCO2	-4	-4	4	6	-3	18	0	24	0
CC(C)Sc1nc(NCc2ccco2)c2c3c(sc2n1)COC(C)(C)C3	-6	0	3	-5	11	4	0	-19	-3

smiles	LYPLA1 counter	PAD4 inh	PAFAH1B3 FP inh	PAFAH2 FP inh	pPAFAH inh	PME-1 inh	Fam108B inh	GSTO1 inh	PAFAH1B2 FP inh
CC(=O)OC[C@H]1O[C@H](C/C=N/OC[C@@H](O)[C@H]2O[C@@H]3OC(C)(C)O[C@@H]3[C@H]2O)C=C[C@@H]1OC(C)=O	1	2	·	·	-3	3	0	4	·
Cc1cc(Br)c(NC(=O)CCNC(=O)OCc2ccccc2)cc1C	1	-3	2	-4	8	4	1	1	4
O=C(NCCCn1ccnc1)c1ccc(COc2ccccc2)o1	2	-1	9	7	-1	-7	-4	-1	1
Cc1cc(C)n2nc(C(=O)OCCOc3ccc(F)cc3)nc2n1	6	1	5	-1	-10	3	-3	-2	0
CC1(C)Cc2c(cnn2-c2ccc(F)cc2)C(NC(=O)CCCN2CCCCC2=O)C1 (centres undefined)	-3	-1	5	4	2	-3	0	3	6
CN(C)S(=O)(=O)c1ccc(Cl)c(NC(=O)CN2CCCCCC2)c1	4	0	1	4	6	10	-3	7	-1
COc1ccc(COC(=O)C2=C(C)NC(=O)NC2c2cccc(OC)c2OC)cc1 (centres undefined)	0	2	0	0	-4	-1	4	1	2
Nc1nc(N2CCN(c3cccc(Cl)c3)CC2)n[nH]1	1	-7	7	4	5	-2	1	0	5
CN(C)c1cccc(C(=O)Nc2nnc(Cc3ccccc3)s2)c1	-1	-2	2	-7	7	1	3	-5	7
Cc1noc(C)c1S(=O)(=O)N1CCC(C(=O)NCCc2ccc(S(N)(=O)=O)cc2)CC1	3	-2	12	1	5	6	2	-2	0
Cc1[nH]c2ccccc2c1N=Nc1cc(C(=O)O)cc(C(=O)O)c1	4	-4	15	5	7	5	8	-4	-2
CCOC(=O)C1=C(C)N=c2s/c(=C\c3ccc(OC(C)=O)c(OCC)c3)c(=O)n2C1/C=C/c1ccccc1 (centres undefined)	-6	0	6	-5	-5	-3	-7	-4	5
COc1cccc(C(=O)OCC(=O)c2c[nH]c3ccccc23)c1OC	0	-10	10	16	-2	1	·	·	-5
O=C(CSc1nccc(=O)[nH]1)NC1CCCc2ccccc21 (centres undefined)	-3	2	3	-7	1	0	2	2	4
COc1ccccc1N/C(N)=N/c1nc(CSc2nc3ccccc3s2)cc(=O)[nH]1	8	4	·	·	11	0	-10	-5	·
CCN(CC)C(=O)C1CCCN(Cc2nc(-c3cccs3)no2)C1 (centres undefined)	0	4	4	2	-1	-4	3	-8	5
COCCNC(=S)Nc1ccc(S(=O)(=O)Nc2ncccn2)cc1	1	-1	7	-1	2	8	3	4	-6
CN1C(=O)CC(N2CCC(C(N)=O)(N3CCCCC3)CC2)C1=O (centres undefined)	0	-1	0	-9	5	7	1	0	4
O=C(N=C1SCC(=O)N1c1ccccc1)c1ccco1	-3	-20	4	-7	-1	-9	-9	-5	3
CCCCN(C(=O)c1ccco1)C1CCS(=O)(=O)C1 (centres undefined)	2	0	9	-1	3	5	-3	8	9

smiles	LYPLA1 counter	PAD4 inh	PAFAH1B3 FP inh	PAFAH2 FP inh	pPAFAH inh	PME-1 inh	Fam108B inh	GSTO1 inh	PAFAH1B2 FP inh
O=c1oc2ccccc2c(NC2CCCCC2)c1NS(=O)(=O)c1ccc(Br)cc1	2	0	0	10	6	2	-1	-2	3
O=[n+]1c2c(n([O-])c3ccccc31)CCC2	2	-9	1	3	7	-1	5	7	5
C=CCn1c(C)cc(C2=NNC(=Nc3ccc(C)cc3)SC2)c1C	3	-5	-6	-1	4	5	1	6	6
Cn1cc([C@@H]2C[C@H]3CN(Cc4cccc(Cl)c4)C(=O)[C@]34CCCN24)c(-c2ccccc2)n1	-4	4	2	-2	0	-1	1	-2	-1
Cc1cccc(OCc2nc3ccccc3n2C)c1	-4	4	10	-5	0	3	-2	7	2
COc1ccc(CNC(=O)CN(C)Cc2ccc(C(C)(C)C)cc2)cc1	1	-2	-1	7	12	0	3	-3	17
COc1ccc(C2CC(=O)C3=C(C2)Nc2ccccc2N(C(=O)CCC(=O)O)C3c2ccc(F)cc2)cc1 (centres undefined)	1	-6	-1	7	4	-4	2	-2	5
CCc1c(O)nc(SCC(=O)Nc2cc(C)on2)n(-c2ccccc2)c1=O	-1	-1	-1	4	2	4	0	2	6
Nc1nnc(SCCN2C(=O)c3ccccc3S2(=O)=O)s1	-2	1	6	-10	5	-4	-2	1	3
Cc1cc(=O)n2[nH]c(C(=O)O)nc2n1	-2	-1	5	7	0	-1	0	10	2
O=P(c1ccc2c(c1)OCCO2)(N1CCOCC1)N1CCOCC1	2	-1	6	-5	-5	-2	5	-2	-1
O=C1Nc2c(c(=O)[nH]c(=O)n2Cc2ccccc2)C1(NS(=O)(=O)c1ccccc1)C(F)(F)F (centres undefined)	-11	-2	1	-1	-2	0	-1	10	22
O=C(CCCOc1ccccc1)NNC(=O)c1ccncc1	·	1	15	-2	1	·	·	·	5
Brc1ccccc1OCCCn1cnc2ccccc21	-2	4	1	4	-2	-9	0	-3	2
CC(=O)Nc1ccc2cc3ccc(NC(C)=O)cc3nc2c1	-3	-5	18	6	-6	-1	5	32	3
Cn1nccc1C(=O)Nc1ccccc1C(=O)O	-3	1	8	3	-2	-3	2	2	0
Cc1ccccc1-n1c(O)cc(=O)[nH]c1=S	-8	-6	3	-4	2	-15	1	-12	0
CC1=NOC(=O)/C1=C/c1ccc2c(c1)OCO2	-3	-8	5	1	-8	-4	-1	-1	12
O=C(Cc1cccc(NC(=O)C2CCN(C(=O)CCc3ccccc3)CC2)c1)Nc1cccc(C(=O)N2CCCC2)c1	3	-2	7	-1	0	2	·	·	2
COCCNC(=O)CSC1=N/C(=C/c2ccc(Cl)c(Cl)c2)C(=O)N1c1ccccc1F	-12	-2	-15	-27	1	-23	-20	-2	-13

smiles	LYPLA1 counter	PAD4 inh	PAFAH1B3 FP inh	PAFAH2 FP inh	pPAFAH inh	PME-1 inh	Fam108B inh	GSTO1 inh	PAFAH1B2 FP inh
CS(C)(=O)=NS(=O)(=O)c1ccc(Cl)cc1	5	6	10	0	3	-1	3	-4	4
CC(=O)COc1ccc2c(-c3ccccc3)cc(=O)oc2c1	5	1	2	6	6	0	-2	-1	-2
CS(=O)(=O)N(CC(=O)N1CCN(Cc2ccccc2)CC1)c1cccc([N+](=O)[O-])c1	-2	-3	3	8	3	4	5	3	1
O=S(=O)(Nc1ncccn1)c1ccc(Nc2ncnc3ccccc23)cc1	-2	-2	10	4	-1	0	0	-4	-1
CC(Nc1ccccc1)c1ccncc1 (centres undefined)	2	-3	3	4	1	-1	-3	6	14
COc1cc(Cl)ccc1OCc1cc(C(=O)NC(C)Cc2cnccn2)no1 (centres undefined)	0	-1	8	-17	-1	-2	1	9	0
COc1cc(C2C(C#N)=C(N)Oc3n[nH]c(-c4cccnc4)c32)ccc1OCC(N)=O (centres undefined)	3	21*	3	-5	0	4	-1	14	-2
Cc1ccc(C(=O)O/N=C\c2ccc(N3CCOCC3)c([N+](=O)[O-])c2)cc1	-1	-2	-2	0	2	2	0	-9	1
COc1ccc(C(C(=O)NCCC(C)C)N(CCO)C(=O)c2snc(C(N)=O)c2N)cc1OC (centres undefined)	-2	-23	6	-1	5	-3	-2	6	3
COC(=O)[C@@H](NC(=O)Nc1ccc(OC(F)(F)F)cc1)C(C)C	-1	0	1	9	1	1	0	13	2
FC(F)(F)c1ccc(Sc2n[nH]c(C(F)(F)F)n2)nc1	1	1	6	5	7	-5	-1	1	9
COc1cc(C(C(=O)NC2CCCC2)N(C(=O)c2snc(C(N)=O)c2N)c2ccccc2)cc(OC)c1OC (centres undefined)	2	-4	-1	-8	1	-4	-4	2	-1
O=C(CCSCc1ccccc1Cl)NCc1ccco1	-5	-4	10	3	7	-2	0	9	-2
NC(=O)CC(NC(=O)c1ccccc1)c1ccc(N2CCN(c3ccccn3)CC2)c([N+](=O)[O-])c1 (centres undefined)	4	-2	-8	5	1	10	0	0	2
Cc1ccc(S(=O)(=O)NNc2nnc(C)c(=O)[nH]2)cc1	2	-6	4	-3	2	-5	6	10	0
